Source: PubChem (several laboratories)
MT stabilize HCS: stabilizes microtubules in HeLa cells; 0.83% of 200,000 active; HeLa tubulin immunostaining HCS, 24 h; share of cells brighter than vehicle mean+2SD; % tubulin-high responders, % at 10 µM;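 active means plate Z-score above 3 for both tubulin-high and condensed-nucleus cell shares, with cell loss under 80%, at 10 µM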;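 further: anti alpha tubulin signal scored within the nucleus-defined area of each cell; some results filed as inactive read as strong as hits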
Lipid droplet: hepatic lipid droplet formation modulation; inhibition, % at 6.5 µM; AID 1656; 0.4% of 240,000 active; AML12 mouse hepatocytes, oleate lipid droplets, BODIPY imaging;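 active means lipid droplet intensity inhibited by at least 50%, with more than 500 cells counted; inconclusive means wells with under 300 cells, treated as cytotoxic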
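Test system: AML12 mouse liver cells; schedule: overnight exposure; technique: high-content imaging of BODIPY-stained droplets and DAPI nuclei; read-out: % inhibition of corrected integrated BODIPY droplet signal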
Autophagy mod: autophagy modulation, high-content screen; MEF GFP-LC3 puncta imaging; test concentration mostly 10 µM; calls only at 10 µM (by protocol); 0.98% of 190,000 active; AID 463193;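 active means percentage of spot-positive cells more than 3 SD above its plate mean, without a fluorescence outlier flag or 80% toxicity; inconclusive means no clear call, values can overlap the other calls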;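 further: spot-positive cell cutoff set from DMSO-treated cells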
West Nile antiviral: inhibition of WNV-induced cytopathic effect – cell-based, CPE readout (AID 1621); West Nile virus-infected cells, CPE inhibition; higher % means a stronger effect; one-dose CPE inhibition, % at 10 µM; IC50 in µM for titrated hits; 0.02% of 290,000 active; in the data active means a potency from the dose series; inconclusive means CPE inhibition mostly from about 3.7% at the one dose, without a potency; inactive means the rest, 99 in 100 with CPE inhibition below about 2.2%; further: strong numbers were not always called active
T cell modulator: T cell immune modulators affecting CD8 T cell-vesicle binding; 2C CD8+ T cell-vesicle binding, flow cytometry; active compounds read low; 0.068% of 330,000 active; AID 2052; calls only at 7 µM;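 active means response, share of CD8 T cells binding vesicles, and their 90th percentile fluorescence all below set limits, cut at about 80% in these data, passing the limit was not always enough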
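Test system: purified 2C TCR transgenic mouse naive CD8+ T cells. Probe or stimulus: QL9-peptide-loaded Drosophila micro-vesicles bearing Ld, ICAM-1 and B7-1. Incubation: binding step 1.5 h, 37 °C, antibody labelling 20 min, ice. Measured by: flow cytometry of vesicle-bound cells.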
WT yeast gro inh: growth inhibition of WT yeast, mitochondrial fusion screen; mitochondrial fusion phenotypic screen, WT strain; 2.1% of 190,000 active; inhibition, % at 10 µM; AID 1362; in the data active means inhibition above about 58%; tested in S. cerevisiae
Myeloid diff MLP: compounds promoting myeloid differentiation; ER-HoxA9 myeloid progenitors, lysozyme-GFP differentiation, flow cytometry; calls only at 10 µM; 1% of 360,000 active;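 active means normalized GFP-positive differentiation at or above the plate's own cutoff, the solvent-only control mean plus 3 SD; inconclusive means no clear call, values can overlap the other calls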;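 further: cells exposed to compound for four days before flow analysis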
b-catenin transl: alters nuclear translocation of beta-catenin in HeLa cells. nuclear translocation activity, % at 5 µM. AID 1665. immunofluorescence imaging. 0.3% of 190,000 active;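 active means nuclear translocation activity above 50% at 5 µM, with a well cell count of 50 or more; inconclusive means wells under 50 cells across six images, flagged as toxic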;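 further: per-cell ratio of nuclear to cytoplasmic median beta-catenin stain intensity; plate controls were DMSO negative control for no effect and GSK-3 inhibitor IX positive control for full effect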
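System: HeLa cells, endogenous beta-catenin; compound dosing: 5 µM primary single dose, 0.1% DMSO, 0.02–20 µM confirmation series; incubation: 24 h compound exposure at 37°C, 5% CO2; signal: beta-catenin immunofluorescence imaging with DAPI; evaluation: % activation, nuclear-to-cytoplasmic median beta-catenin signal ratio per cell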
Insulin prom up: MIN6 insulin promoter up-regulation; MIN6 insulin promoter-GFP reporter, high-content imaging; active compounds read high; z-score at 5 µM; 0.3% of 190,000 active; AID 1625;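 active means z-score above 3 at 5 µM with at least 500 cells counted in the well; inconclusive means wells under 500 cells, flagged as cytotoxic or low count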
WT yeast gro inh mutant strain: further read-out of WT yeast gro inh, marked with its call; inhibition, %; mitochondrial fusion phenotypic screen, mutant strain inhibition
Insulin prom up cell count: further read-out of Insulin prom up, marked with its call; cell count; measured here: cytotoxicity, nuclei count;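 total cells summed across four imaged fields per well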
Lipid droplet cells 6.5 µM: recorded beside Lipid droplet, whose call it bears; cell count; measured here: cell count, cytotoxicity flag;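 cells counted across two imaged fields per well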
b-catenin transl cell count 5 µM: second read-out of b-catenin transl, no call of its own (marks repeat the call); cell count; measured here: cell count, cytotoxicity flag
T cell modulator vesicle-bound %: also measured in T cell modulator; calls as there; double positive events, %; measured here: CD8+ vesicle-bound cell fraction;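 binding gate set so that unloaded-vesicle control wells show 10% double positive cells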
MT stabilize HCS Hoechst-high %: further read-out of MT stabilize HCS, marked with its call; % Hoechst-high responders; measured here: nuclear condensation Hoechst responders;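 share of cells brighter than vehicle mean plus two SD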
MT stabilize HCS cytotoxicity %: further read-out of MT stabilize HCS, marked with its call; toxicity, %; measured here: cytotoxicity by cell density;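 0% = mean cell density of plate MIN control wells and 100% = no cells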
Autophagy mod cell loss 18 h: second read-out of Autophagy mod, no call of its own (marks repeat the call); toxicity, %; measured here: cell loss, nuclei count;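 cell loss after 18 h compound exposure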
Myeloid diff MLP GFP+ MAC1+ %: further read-out of Myeloid diff MLP, marked with its call; GFP+ MAC1+ double positive, %; measured here: differentiation confirmed by MAC1 staining
Numbers without * were called inactive; i = inactive; ? = inconclusive; . = not tested or not shown; + = active, no number.

SMILES	MT stabilize HCS	MT stabilize HCS Hoechst-high %	MT stabilize HCS cytotoxicity %	Lipid droplet	Lipid droplet cells 6.5 µM	Autophagy mod	Autophagy mod cell loss 18 h	West Nile antiviral	T cell modulator	T cell modulator vesicle-bound %	WT yeast gro inh	WT yeast gro inh mutant strain	Myeloid diff MLP	Myeloid diff MLP GFP+ MAC1+ %	b-catenin transl	b-catenin transl cell count 5 µM	Insulin prom up	Insulin prom up cell count
COc1cc2c(cc1OC)CN(c1ccc(C(F)(F)F)cn1)CC2	.	.	.	-4	792	.	.	0.3%	i	41	.	.	i	0.9	.	.	.	.
CCCn1c(SCC(=O)NC2CCCC2)nnc1-c1ccccn1	.	.	.	-1	632	.	.	0.1%	i	34	.	.	i	0.0	1.5	1381	-0.03	976
CN(C)C(=O)N1CCCC(C(=O)NCc2ccccc2Cl)C1 (stereo unspecified)	2.2	2.4	0.2	-21	774	i	4	-0.2%	i	21	-5	14	i	3.1	.	.	0.12	1269
CCn1c2ccccc2c2nnc(SCC(=O)N(C)C3CCS(=O)(=O)C3)nc21 (stereo unspecified)	2.5	2.2	5.7	-13	667	i	-2	0.1%	i	31	-16	-6	i	2.2	.	.	-0.73	1030
O=C1CC(NCc2ccncc2)C(=O)N1c1ccccc1 (stereo unspecified)	2.2	1.6	4.8	3	796	i	9	0.0%	i	20	13	6	i	0.7	1.9	1119	0.29	995
O=C1C(=O)N(CCCN2CCOCC2)C(c2ccc(F)cc2)/C1=C(/O)c1ccccc1 (stereo unspecified)	.	.	.	9	848	.	.	0.1%	i	24	.	.	i	0.6	.	.	.	.
O=C(c1ccco1)N(Cc1ccc([N+](=O)[O-])cc1)c1ccc(Cl)cc1	2.0	1.7	9.2	.	.	i	1	-1.1%	i	51	42	34	i	0.9	-1.0	1390	1.9	1560
Cc1cccc(C)c1Nc1nnc(SCC(=O)c2ccc3c(c2)NC(=O)CO3)s1	3.3	2.0	3.1	2	735	i	5	-1.1%	i	31	7	36	i	1.0	1.3	529	-0.29	1387
O=C(Nc1ccc(N2C(=O)C3CCCCC3C2=O)cc1Cl)c1cccs1 (stereo unspecified)	1.3	2.2	11	1	665	i	-13	1.3%	i	34	-2	-1	i	0.2	-1.9	1005	-0.47	1359
CC1CCC(NC(=O)CN(C)S(=O)(=O)c2ccc3c(c2)CCC(=O)N3)CC1 (stereo unspecified)	.	.	.	-3	680	.	.	-0.4%	i	19	.	.	?	.	.	.	.	.
O=C(CN1C(=O)NC2(CCCC2)C1=O)Nc1ccc(Cl)cc1C(F)(F)F	.	.	.	7	807	.	.	-0.5%	i	32	.	.	i	0.8	.	.	.	.
Cn1c(N)c(C(=O)N/N=C/c2ccccc2)sc1=S	.	.	.	3	744	.	.	0.0%	i	23	.	.	i	0.0	0.0	1291	-1.3	963
CCOC(=O)Cn1cc(C(=O)c2ccco2)c2ccccc21	3.8	1.7	8.7	.	.	i	8	1.3%	i	59	-3	3	i	0.5	-2.2	1224	1.1	1403
Cc1cccc(C(=O)OC(C)CN2CCOCC2)c1 (stereo unspecified)	1.7	3.0	4.4	2	722	i	-2	-0.5%	i	17	-16	1	i	0.2	1.7	1053	-0.62	1191
O=C(NCc1ccccc1)C(c1cccnc1)N(C(=O)c1ccccn1)c1ccccc1F (stereo unspecified)	.	.	.	-12	760	.	.	0.1%	i	52	.	.	i	0.8	.	.	.	.
Cc1c(NC(=O)c2cc(-c3ccco3)on2)c(=O)n(-c2ccccc2)n1C	2.2	2.1	8.3	.	.	i	-11	0.5%	i	16	-7	-4	i	0.8	.	.	.	.
CCc1ccnc(NC(=O)NS(=O)(=O)c2ccc(C)cc2)c1	.	.	.	-143	464	.	.	0.6%	i	36	.	.	i	0.2	-0.9	1375	.	.
CCCCn1c(SCc2ncc(-c3ccccc3)o2)nc2cc(S(N)(=O)=O)ccc21	3.6	2.3	1.4	.	.	i	14	0.1%	i	13	-14	-3	i	1.2	-1.5	1212	-5	606
CCOC(=O)c1ccc(COC(=O)CNC(=O)CNC(=O)Cc2ccccc2)cc1	.	.	.	0	825	.	.	-0.2%	i	31	.	.	i	0.9	.	.	.	.
O=c1[nH]c(-c2ccccc2F)nc2c1sc(=S)n2Cc1ccccc1	6.9	1.9	3.6	22	576	+	33*	0.0%	i	54	-8	12	i	0.6	-4.6	1089	-0.05	1288
COc1ccc(N2CCN(C(=O)c3ccc(Oc4ccc(C(F)(F)F)cn4)cc3)CC2)cc1	2.4	1.1	0.6	.	.	i	0	-0.7%	i	28	-43	-2	i	6.3	.	.	.	.
COc1cc2c(c(OC)c1OC)-c1c(cc(OC)c(OC)c1OC)C[C@](C)(O)[C@@H](C)C2	.	.	.	-2	687	.	.	-0.6%	i	17	.	.	i	1.2	-0.5	1100	.	.
CC(C)COc1ccc(C(=O)Nc2sc3c(c2C(=O)O)CC(C)(C)OC3)cc1	4.5	1.8	3.0	-14	740	i	12	-1.1%	i	24	-10	-19	i	0.4	-0.2	892	0.49	1539
OC(COCC1COc2ccccc2O1)CN1CCN(c2ccc(F)cc2)CC1 (stereo unspecified)	6.8	2.6	6.1	-8	591	i	3	-0.8%	i	50	2	3	i	0.4	0.3	1048	1.4	1493
N#CC1=C(c2ccc(-c3ccccc3)cc2)COC1=O	2.9	2.1	0.1	9	709	i	10	0.8%	i	46	-3	4	i	0.7	-1.3	1063	-0.04	1208
O=c1[nH]c(CCC2CCCC2)nc2ccccc12	3.3	2.7	0.9	10	712	i	-10	-1.1%	i	54	-5	-20	i	0.3	0.7	866	-0.16	1303
CCOc1c(OC)cccc1C(=O)NCC1(c2ccccc2)CCCC1	.	.	.	-63	792	.	.	-0.3%	i	34	.	.	i	0.4	.	.	.	.
COc1ccc(C2C(C(=O)N3CCCC3)c3cc(OC)c(OC)cc3C(=O)N2C)cc1 (stereo unspecified)	1.6	1.2	8.2	1	740	i	1	-0.5%	i	22	-8	-5	i	0.5	.	.	-0.08	1352
COC(=O)c1cc2ccccc2oc1=O	2.4	2.0	7.4	5	836	i	27	0.0%	i	18	-15	1	i	0.9	0.5	1147	-0.23	1237
COc1ccc(-c2nc3ccc([N+](=O)[O-])cc3[nH]2)cc1	3.1	2.5	0.3	17	633	i	2	-1.0%	i	43	10	10	i	2.0	-1.6	834	-0.01	1231
Cc1ccc(C(=O)N2CCc3ccccc32)cc1	3.9	2.1	8.6	0	670	i	-7	-0.3%	i	22	2	-8	i	4.6	0.4	1138	.	.
Cc1cc(Cl)ccc1Oc1nc(-c2ccccc2)ncc1S(C)(=O)=O	1.2	1.6	8.1	0	569	i	0	0.9%	i	50	-7	-4	i	1.0	0.8	961	0.02	1330
Cc1nnsc1Sc1ccccn1	3.7	2.7	1.5	12	685	i	-14	-0.4%	i	60	-15	-5	i	0.0	-2.5	1050	-0.51	1169
Cc1ccccc1OCCSc1nnc(-c2cccnc2)n1N	3.2	1.9	2.4	-8	435	i	9	-1.0%	i	59	-3	1	i	0.1	3.1	1025	1.1	1465
COCC(=O)N1CCC(Oc2ccc(C(=O)N(C)Cc3nccs3)cc2)CC1	.	.	.	5	682	.	.	0.0%	i	8	.	.	i	0.5	.	.	.	.
Cc1ccc(-c2nnn(CC(=O)N(c3ccccc3F)C(C(=O)NC3CCCC3)c3ccco3)n2)o1 (stereo unspecified)	3.5	2.5	6.0	.	.	i	15	-0.1%	i	35	-14	1	i	0.8	-1.4	973	-0.02	1151
COc1ccc(C(=O)NCc2ccccc2)cc1Br	3.8	1.8	4.9	-1	615	i	0	-0.8%	i	4	-13	-6	i	0.5	-0.4	1128	-0.23	1541
O=C(N[C@@H](Cc1ccccc1)C(=O)Nc1ccc(F)cc1)C1CCNCC1	.	.	.	-7	707	.	.	0.5%	i	28	.	.	i	0.8	.	.	.	.
N#CC[C@H](Cc1ccccc1)N1CCN(Cc2ccccc2)CCC1=O	.	.	.	-6	772	.	.	-0.7%	i	34	.	.	i	2.0	.	.	.	.
Cc1nn(CC(=O)NCCc2ccco2)c(=O)c2nn(-c3ccccc3)c(C)c12	.	.	.	16	710	.	.	1.4%	i	16	.	.	i	3.2	.	.	.	.
CCN(c1ccccc1)S(=O)(=O)c1ccc(NC(=S)NC(=O)c2ccc(Br)o2)cc1	1.7	1.4	5.8	.	.	i	-5	0.3%	i	19	4	0	i	1.0	-0.8	1375	-1.2	1026
Cc1ccc(/C=N/N2CCN(c3ccc(Cl)cc3)CC2)o1	1.9	1.2	8.1	.	.	i	-1	-0.1%	i	33	1	15	i	1.3	0.0	1365	-0.17	1536
O=C(CCCN1C(=O)c2ccccc2C1=O)Nc1ccccn1	2.7	0.6	55	1	757	i	-4	-0.1%	i	16	-17	-10	i	1.1	0.6	1184	.	.

Compound profiles, as listed above. Values in the order: MT stabilize HCS	MT stabilize HCS Hoechst-high %	MT stabilize HCS cytotoxicity %	Lipid droplet	Lipid droplet cells 6.5 µM	Autophagy mod	Autophagy mod cell loss 18 h	West Nile antiviral	T cell modulator	T cell modulator vesicle-bound %	WT yeast gro inh	WT yeast gro inh mutant strain	Myeloid diff MLP	Myeloid diff MLP GFP+ MAC1+ %	b-catenin transl	b-catenin transl cell count 5 µM	Insulin prom up	Insulin prom up cell count
Cc1ccc(-c2nnn(CC(=O)N(c3ccccc3F)C(C(=O)NC3CCCC3)c3ccco3)n2)o1 (stereo unspecified) across the screens: 3.5	2.5	6.0	.	.	i	15	-0.1%	i	35	-14	1	i	0.8	-1.4	973	-0.02	1151
Cc1nnsc1Sc1ccccn1 across the screens: 3.7	2.7	1.5	12	685	i	-14	-0.4%	i	60	-15	-5	i	0.0	-2.5	1050	-0.51	1169
